# TROY signal inh = inhibitors of TROY-dependent NF-kB signaling. Q293 LMP1-TROYcd NF-kB luciferase reporter, 4 h. inhibition, % at 10 µM. actives 0.98% (n = 360,000). AID 1347056;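 active = compounds whose plate-normalised and pattern-corrected inhibition of the luciferase reporter signal at the single screening dose is 50% or more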
# SRC1 inh = human NCOA1 inhibition. inhibition, % at 3.6 µM. actives 0.12% (n = 360,000). AID 588354. HEK293 GAL4-SRC1 luciferase reporter, luminescence;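 active = inhibition above the campaign mean plus 3 SD, with each screening campaign given its own cutoff, cut at about 60% in these data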;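 note: 0% = DMSO treated cells and 100% = gossypol at 36 µM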
# NCOA3 inh = inhibits human SRC3 coactivator | Q9Y6Q9 | HEK293 GAL4-SRC3 luciferase reporter, luminescence | inhibition, % at 3.6 µM | actives 0.17% (n = 360,000) | AID 588352;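 active = inhibition above a per-campaign cutoff, the mean of all compounds plus 3 SD, cut at about 60% in these data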;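 note: 0% = DMSO-treated cells and 100% = gossypol-treated cells at 36 µM; higher means less SRC3-driven luciferase light from the GAL4 reporter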
# Shn3 inh set2 = Schnurri-3 reporter inhibition in Clone20 osteoblasts. Clone20 osteoblast Shn3 3'UTR firefly luciferase, 24 h. inhibition, % at 12.5 µM. actives 0.52% (n = 360,000). AID 588674;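 active = mean inhibition of at least 75% with every replicate also reaching 75%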;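 note: 0% = median of neutral control wells and 100% = pilot-screen positive control compound; some compounds past the cut are filed as inactive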
# TWEAK-Fn14 inh = TWEAK-Fn14 signaling inhibition; TWEAK-stimulated Fn14 reporter cells, luciferase luminescence, 8 h; inhibition, % at 10 µM; actives 2% (n = 360,000); AID 1159606; in the data active = inhibition above about 50%
# KKLEB tox = reduces viability of KKLEB cystic fibrosis airway cells | KKLEB CF airway cells viability, ATPlite luminescence, overnight; hits give low values; cells stimulated with P. aeruginosa culture filtrate | actives 0.36% (n = 360,000) | activity change (cytotoxicity), % at 5 µM;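 active = corrected activity change at or below -50% at 5 µM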
# CF NFkB inh = inhibitors of cystic fibrosis induced NF-kB | KKLEB NF-kB-GFP reporter, PAF-induced, GFP fluorescence overnight | inhibition, % at 5 µM | actives 0.86% (n = 360,000);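 active = at least 50% inhibition at 5 µM, scaled per plate between neutral and stimulator controls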;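 note: PAF is a Pseudomonas aeruginosa culture filtrate used as stimulus; plate controls were PAF-stimulated DMSO wells for no effect and unstimulated DMSO wells for full effect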
# LMP1 NFkB inh = reduces LMP1-driven NF-kappaB luciferase signal | LMP1-induced NF-kappaB luciferase reporter cells, luminescence | inhibition, % at 12.5 µM | actives 0.69% (n = 350,000); in the data active = inhibition above about 41%;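 note: 0% = neutral control wells and 100% = reference inhibitor control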
# TRAIL sens C8 = caspase-8 TRAIL sensitization | NB7+C8 cells + TRAIL, ATPlite viability luminescence | actives 1% (n = 360,000) | inhibition (viability loss, TRAIL sensitization), % at 10 µM;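 active = compounds causing at least 50% loss of cell viability in the single-dose screen, relative to plate controls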
# COUP-TFII inh = inhibitors of human COUP-TFII (NR2F2). P24468. HEK293T NGFI-A luciferase reporter, luminescence. inhibition, % at 8.6 µM. actives 0.7% (n = 370,000);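 active = inhibition above a per-plate cutoff, mean inhibition of test wells between control levels plus 3 SD, cut at about 38% in these data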;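 note: cells cotransfected with COUP-TFII expression vector driving the NGFI-A reporter; 0% = median of COUP-TF2 test wells and 100% = reporter-only cells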
# Target sequence (P24468 whole entry, looked up): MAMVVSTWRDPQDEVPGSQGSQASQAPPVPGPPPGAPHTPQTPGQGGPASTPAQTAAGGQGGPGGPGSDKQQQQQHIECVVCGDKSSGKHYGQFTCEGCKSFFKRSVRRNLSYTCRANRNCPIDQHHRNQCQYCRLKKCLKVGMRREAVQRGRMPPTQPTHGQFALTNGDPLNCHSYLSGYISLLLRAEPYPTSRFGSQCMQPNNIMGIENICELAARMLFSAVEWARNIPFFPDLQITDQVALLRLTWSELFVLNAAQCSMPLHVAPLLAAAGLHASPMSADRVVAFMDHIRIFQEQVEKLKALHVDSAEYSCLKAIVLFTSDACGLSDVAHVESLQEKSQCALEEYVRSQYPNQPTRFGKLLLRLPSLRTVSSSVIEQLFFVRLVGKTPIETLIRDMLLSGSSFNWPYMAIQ
# LRH-1 inv ag = suppresses constitutive activity of human LRH-1. AID 602396. actives 0.13% (n = 360,000). HEK293T StAR-luciferase reporter, LRH-1 transfected, 24 h. O00482. inhibition, % at 3.6 µM;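 active = inhibition above the mean inhibition of all tested compounds plus 3 SD, cut at about 73% in these data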;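 note: 0% = DMSO wells and 100% = reporter-only cells lacking LRH-1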
# Target sequence (O00482 whole entry, looked up): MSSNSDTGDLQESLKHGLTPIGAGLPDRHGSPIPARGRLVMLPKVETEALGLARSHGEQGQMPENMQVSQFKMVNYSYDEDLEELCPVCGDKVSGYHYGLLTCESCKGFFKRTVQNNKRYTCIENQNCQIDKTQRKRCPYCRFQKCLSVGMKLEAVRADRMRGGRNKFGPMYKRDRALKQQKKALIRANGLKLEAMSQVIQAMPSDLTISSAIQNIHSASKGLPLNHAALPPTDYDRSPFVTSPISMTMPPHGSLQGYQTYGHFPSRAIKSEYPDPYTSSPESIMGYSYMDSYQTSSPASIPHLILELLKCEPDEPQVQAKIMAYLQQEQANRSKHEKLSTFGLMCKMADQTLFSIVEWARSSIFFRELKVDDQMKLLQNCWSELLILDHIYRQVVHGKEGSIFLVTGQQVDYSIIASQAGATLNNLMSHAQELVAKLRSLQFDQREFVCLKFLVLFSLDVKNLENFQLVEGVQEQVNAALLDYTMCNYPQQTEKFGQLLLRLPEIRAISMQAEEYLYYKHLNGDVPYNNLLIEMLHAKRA
# * marks the source's active call; other numbers are inactive results; . = not tested or not shown.
SMILES,TROY signal inh,SRC1 inh,NCOA3 inh,Shn3 inh set2,TWEAK-Fn14 inh,KKLEB tox,CF NFkB inh,LMP1 NFkB inh,TRAIL sens C8,COUP-TFII inh,LRH-1 inv ag
CN1CCN(Cc2cccc(Oc3ccc(Cl)cc3)c2)CC1,-41,-1,-24,-17,-15,-4,8,-14,1,8,-24
CC1(C)OC(=O)C(=CSc2ccc(C(C)(C)C)cc2)C(=O)O1,2,-7,0,1,20,13,-18,-22,14,11,10
Cc1nn(Cc2ccc(Cl)cc2)c(C)c1NC(=O)c1ccc([N+](=O)[O-])cc1,15,12,19,8,11,4,-9,2,24,3,48
COc1ccc(C(=O)N2c3ccccc3C=CC2C#N)cc1 (stereo not drawn),20,8,-14,-3,10,-1,-7,-12,10,-7,19
CCOc1ccc(NC(=O)CN(C)C(=O)CN2C(=O)NC3(CCCC3)C2=O)cc1OCC,-1,-7,3,-22,-7,-13,-14,0,2,7,-11
CC1Cc2nc(SCC(=O)NCC3CCCO3)n(-c3ccccc3)c(=O)c2S1 (stereo not drawn),-4,-18,-11,4,4,-4,18,3,-18,4,-22
COC(=O)c1ccc(CNC(=O)COC(=O)CC23CC4CC(CC(Br)(C4)C2)C3)cc1,2,-4,0,10,-17,-7,13,1,8,0,11
CCOc1ccccc1OCC(=O)NCc1ccco1,-11,12,1,-6,-5,-18,-15,-8,-5,4,-8
O=C(CSc1nnc(-c2ccncc2)n1-c1ccc(Cl)cc1)NCc1cccs1,-19,-9,-9,-7,-14,-14,12,-1,-10,-5,-5
Cc1ccc(C(=O)N[C@H](C(=O)NC2CCCCC2)C(C)C)cc1,2,-2,8,-10,7,20,-5,-3,-10,1,-20
Cc1ccccc1C(=O)NC1CCN(Cc2ccccc2)CC1,-10,-17,11,-4,0,7,1,3,-1,16,-1
Cc1cc(NC(=O)CCN2C(=O)C3C4CCC(C4)C3C2=O)c(C)cc1Br (stereo not drawn),-4,6,4,-17,-3,-3,4,-4,-5,-5,5
CCOc1ccccc1NC(=O)Nc1cc(C(=O)O)ccc1C,1,-11,-8,-13,-30,5,12,2,-7,-19,11
O=C(NCCN1C(=O)S/C(=C\c2ccc(OC(F)F)cc2)C1=O)c1cnccn1,29,-2,16,-7,31,-16,14,12,-14,-9,42
C=CCn1c(=N)c(C(=O)NCCCOC)cc2c(=O)n3ccccc3nc21,1,-22,-4,-1,-5,-6,-1,-1,-12,-11,-3
COc1cc(CNCc2ccncc2)cc(Br)c1OCc1ccccc1F,29,8,8,46,30,-6,-14,8,34,46*,30
O=C(C[n+]1ccc(-c2nnc3n2CCCCC3)cc1)c1ccc(Cl)cc1,-31,-11,17,2,-18,2,-14,-2,6,3,-17
CC(C)(C)OC(=O)N1CCC(C(=O)N2CCC[C@H]2C(=O)O)CC1,8,7,11,16,5,5,-6,0,4,10,7
COC(=O)Cn1c2ccccc2c(=O)n1C(C)CBr (stereo not drawn),1,.,.,.,-13,.,.,.,-6,3,20
CCOc1ccc(CNCCNC(=O)c2nonc2N)cc1,8,6,6,-15,-8,6,-6,11,-2,20,3

# For convenience, some entries already given:
SMILES,TROY signal inh,SRC1 inh,NCOA3 inh,Shn3 inh set2,TWEAK-Fn14 inh,KKLEB tox,CF NFkB inh,LMP1 NFkB inh,TRAIL sens C8,COUP-TFII inh,LRH-1 inv ag
O=C(CSc1nnc(-c2ccncc2)n1-c1ccc(Cl)cc1)NCc1cccs1,-19,-9,-9,-7,-14,-14,12,-1,-10,-5,-5
Cc1ccc(C(=O)N[C@H](C(=O)NC2CCCCC2)C(C)C)cc1,2,-2,8,-10,7,20,-5,-3,-10,1,-20
Cc1ccccc1C(=O)NC1CCN(Cc2ccccc2)CC1,-10,-17,11,-4,0,7,1,3,-1,16,-1
Cc1cc(NC(=O)CCN2C(=O)C3C4CCC(C4)C3C2=O)c(C)cc1Br (stereo not drawn),-4,6,4,-17,-3,-3,4,-4,-5,-5,5
CCOc1ccccc1NC(=O)Nc1cc(C(=O)O)ccc1C,1,-11,-8,-13,-30,5,12,2,-7,-19,11
O=C(NCCN1C(=O)S/C(=C\c2ccc(OC(F)F)cc2)C1=O)c1cnccn1,29,-2,16,-7,31,-16,14,12,-14,-9,42
C=CCn1c(=N)c(C(=O)NCCCOC)cc2c(=O)n3ccccc3nc21,1,-22,-4,-1,-5,-6,-1,-1,-12,-11,-3
COc1cc(CNCc2ccncc2)cc(Br)c1OCc1ccccc1F,29,8,8,46,30,-6,-14,8,34,46*,30
O=C(C[n+]1ccc(-c2nnc3n2CCCCC3)cc1)c1ccc(Cl)cc1,-31,-11,17,2,-18,2,-14,-2,6,3,-17
CC(C)(C)OC(=O)N1CCC(C(=O)N2CCC[C@H]2C(=O)O)CC1,8,7,11,16,5,5,-6,0,4,10,7
COC(=O)Cn1c2ccccc2c(=O)n1C(C)CBr (stereo not drawn),1,.,.,.,-13,.,.,.,-6,3,20
CCOc1ccc(CNCCNC(=O)c2nonc2N)cc1,8,6,6,-15,-8,6,-6,11,-2,20,3

# Continuation.
SMILES,TROY signal inh,SRC1 inh,NCOA3 inh,Shn3 inh set2,TWEAK-Fn14 inh,KKLEB tox,CF NFkB inh,LMP1 NFkB inh,TRAIL sens C8,COUP-TFII inh,LRH-1 inv ag
CC1(C)C2C/C(=N\O)C(C)(/[N+]([O-])=C/c3cccc([N+](=O)[O-])c3)CC21 (stereo not drawn),5,-10,2,36,26,10,12,8,9,-12,0
Cc1ccccc1NC(=O)NC1(C(=O)N2CCC(C(N)=O)CC2)CCCCC1,4,-9,13,3,15,16,-4,0,1,16,4
O=C(CSc1nncs1)Nc1ccc(S(=O)(=O)N2CCCC2)cc1,0,8,4,-1,5,-10,13,5,0,-19,-6
Cc1cc(C)nc(NC(=O)C2c3ccccc3Oc3ccccc32)n1,2,3,15,1,-9,-10,24,0,-10,3,18
Cc1ccc(NC(=S)N/N=C2\CC3CC=CC23)c(C)c1 (stereo not drawn),-20,15,15,14,-5,8,-21,2,-1,27,-11
COc1ccc(CCNC(=O)CSc2ccccc2)cc1OC,-2,-3,3,-4,-2,8,-6,8,5,-11,11
CCCN(CCC)c1nc(-c2ccccn2)nc2ccccc12,20,50,64*,76,25,-22,4,37,-2,57*,28
CCN1C(=O)N(C)C(N(O)C(=O)NC)C1(C)C (stereo not drawn),10,-8,0,3,-31,1,2,-2,7,-1,7
CC(C)N1CCC1(C)C(=O)Nc1ccc2cn[nH]c2c1 (stereo not drawn),-8,6,12,6,-26,-6,6,.,-4,17,18
CN(C)S(=O)(=O)c1cc(NC(=O)CN2CCN(c3ccccc3F)CC2)ccc1Cl,10,-20,0,-2,2,7,-2,6,-12,10,14
CC(C)(C)NC(=O)Cn1nnc(-c2ccc(S(C)(=O)=O)cc2)n1,-4,5,23,-8,11,-2,8,2,2,-1,4
O=C1NC(=S)S/C1=C\c1ccc(SCc2ccco2)o1,6,-12,12,-6,39,5,4,-8,-20,.,10
CCN(CC)CCOC(=O)c1cc(Cl)c(N)cc1OC,0,-10,-2,-3,-26,2,0,-1,4,-8,0
O=C(Cc1ccccc1F)Nc1cc(S(=O)(=O)N2CCCC2)ccc1Cl,-17,-3,13,11,-1,2,15,2,2,-9,8
Cc1ccn2cc(C(=O)NCc3ccco3)nc2c1,-13,-33,-33,7,-21,8,-13,-12,-9,-30,-26
O=C(O)c1ccccc1C(=O)NCc1c(Cl)cccc1Sc1ccc(Cl)cc1,8,13,9,-3,16,7,6,2,-3,-10,8
CCOc1ccccc1/C=C/c1nc2ccccc2[nH]c1=O,-1,-15,-15,-1,-11,-4,12,-11,25,4,-7
COCCN(Cc1cc2ccc(C)cc2[nH]c1=O)S(=O)(=O)c1ccccc1,-21,-6,16,4,23,12,-11,3,-14,11,-10
O=C(CCC1CCCN(C(=O)c2ccc(F)c(F)c2)C1)N1CCN(c2ccccn2)CC1 (stereo not drawn),34,3,14,-3,1,-7,7,6,9,19,10
CCOC(=O)c1c(C)nc2sc3c(=O)n(-c4ccc(C(C)=O)cc4)cnc3c2c1-c1ccc(Cl)cc1,17,-27,5,11,9,5,-5,0,11,4,-8

# Carrying on:
SMILES,TROY signal inh,SRC1 inh,NCOA3 inh,Shn3 inh set2,TWEAK-Fn14 inh,KKLEB tox,CF NFkB inh,LMP1 NFkB inh,TRAIL sens C8,COUP-TFII inh,LRH-1 inv ag
Cc1cccc(-c2n[nH]c(=S)n2-c2ccccc2)c1[N+](=O)[O-],3,1,-5,1,1,4,-1,-8,0,-3,5
CN1C(=O)c2ccccc2C(C(=O)O)C1c1cccc(F)c1 (stereo not drawn),-2,11,-18,13,-5,4,3,-6,7,-7,-11
O=C1CCCCC/C1=N/Nc1ccc(OCc2ccccc2)cc1,-9,-19,-10,4,-3,3,-15,-16,2,5,-32
CCOc1ccc(NC(=O)NC2CCS(=O)(=O)C2)cc1 (stereo not drawn),-2,11,7,-8,41,2,-9,-5,-7,-7,0
Cn1nc(OCc2ccccc2)ccc1=O,-13,-10,-11,2,-9,-2,2,-31,-9,0,-5
CC1CCCN(CCCNC(=O)c2ccc3c(c2)N(Cc2cccc(Cl)c2)C(=O)c2ccccc2S3=O)C1 (stereo not drawn),-5,-9,11,-11,0,0,2,-4,11,-6,15
COCCCn1c(SCC(=O)NC2CCCCC2)nnc1-c1ccncc1,14,3,-5,-1,6,3,-2,-1,-5,21,-16
COc1ccccc1NC(=O)NCCCN1CCN(c2cccc(Cl)c2)CC1,8,4,-18,-4,5,-13,-2,-12,-2,2,-16
COc1ccc(C(C(=O)NC2CCCCC2)N(C(=O)c2ccco2)c2ccc(-n3cnnn3)c(C)c2)cc1 (stereo not drawn),-17,8,25,-16,5,-2,12,-6,2,5,10
CCOC(=O)C1=C(C)N2C(=C(C#N)[C@@H]1c1ccc(C(=O)OC)cc1)SC[C@@]2(O)C(C)(C)C,-6,11,2,29,4,-20,12,3,-7,10,-6
Cc1ccc(S(=O)(=O)NNC(=O)CCC(=O)Nc2ccccc2Cl)cc1,20,-16,19,5,10,-1,-28,2,-4,-6,17
CCc1ccc(OCCCCCn2ccnc2)cc1,-21,-2,-11,0,-32,5,-4,0,15,19,6
CN1CCN(S(=O)(=O)c2ccccc2)CC1,16,-2,-15,13,-1,9,-21,5,-10,11,-11
Cc1nc(SCc2ccc(O)c([N+](=O)[O-])c2)c([N+](=O)[O-])[nH]1,-1,14,-3,-2,-3,2,3,-2,0,-5,17
Cc1cccc(OCC(=O)Nc2cccc(O)c2)c1,-31,-64,-52,-65,-2,-8,-3,7,4,-72,-52
COCC(=O)c1[nH]c2ccccc2c1C,4,-10,-7,7,8,2,1,2,2,-12,13

# This is a subset, so the mix of outcomes need not match the whole.
